p53ts 39C kill = kills p53ts cells at the nonpermissive temperature | actives 1.5% (n = 130,000) | Potency, µM (titrated, usually from 46.1 µM), inactives show top-dose activity change, negative = cell killing, hits mostly cytotoxic | H1299-p53A138V viability at 39C, ATP luminescence, 24 h; further: nearly all actives have a fitted effect of over 55% in size
p53ts 32C kill = cytotoxicity in p53ts cells at permissive temperature | actives 0.93% (n = 130,000) | Potency, µM (highest dose often 46.1 µM), without a hit: at the highest dose activity change, negative = cytotoxicity, usual class: cytotoxic | H1299-p53A138V at 32C, ATP luminescence viability, 24 h | AID 924;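 further: 0% = DMSO and -100% = full killing by reference compound; nearly all actives have a fitted effect of over 55% in size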
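ATP-content luminescence (ATPlite) read-out after 24 h compound exposure at 32C in H1299-p53A138V cells (600/well). Tested up to 46 uM. Normalized to DMSO (0%) and 100 uM tamoxifen (100% killing); Hill-fit AC50.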
IkB sig inh = suppresses IkB signaling in ABC-DLBCL reporter cells; ABC-DLBCL IkBa-CBG/CBR dual luciferase ratio, 4 h; response scale: scaled: untreated 0%, proteasome inhibitor 100%; Potency, µM (titrated, usually from 57.1 µM), for the others: at the highest dose IkBa stabilization activation; actives 0.04% (n = 110,000); active means well fitted curve in the direction sought with a large enough effect in the signal ratio, not every such curve was filed as active; inconclusive means small, poorly fitted or top-dose-only effect, or a change in a side signal; the % refers to the signal ratio;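 further: the direction sought is a rising ratio; 0% = basal untreated cells and 100% = reference inhibitor full response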
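In this assay, an IκBα–CBG68 fusion accumulates when IKK-driven degradation is blocked; native CBR normalizes for cell number. OCI-Ly3 cells were treated 4 h with compound and doxycycline, then green and red light read after Chroma-Glo addition.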
Imprint erasure = inducers of genomic imprint erasure in mouse ES cells | Potency, µM (series often up to 60.7 µM), without a hit: at the highest dose activity change, positive = activation, most hits filed as activators | actives 0.02% (n = 110,000) | mouse ES Peg3-LacZ reporter, beta-gal luminescence, 40 h;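 further: 0% = negative control wells on the plate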
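Readout: BetaGlo luminescence (5 min, room temp) for LacZ from the normally silent maternal Peg3 allele in female Peg3LacZ-Neo ES cells. Cells 300/well, 40 h, 37C, 5% CO2. Data normalized per plate to negative controls.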
* marks the source's active call; other numbers are inactive results; ? = inconclusive; nt = no result given; [ ] = dose if it differs, or a comment. Unless noted, the call rests on the fitted dose curve; in most records, active means well fitted curve in the direction sought with a large enough effect; inconclusive means small, poorly fitted or top-dose-only effect, or another doubt; inactive means no such curve, though single readings can be large; an effect the other way counts as inactive or inconclusive. Unless noted, on the % scale 0 is the no-effect control and ±100 the full control effect; potency means the concentration at half of the fitted maximal effect.

SMILES	p53ts 39C kill	p53ts 32C kill	IkB sig inh	Imprint erasure
COc1cc(-c2noc(C3CCCN(S(=O)(=O)c4cccc(Cl)c4)C3)n2)cc(OC)c1OC (stereo not drawn)	-15%	15%	3.6%	-9%
Cc1ccc(C(=O)NNC2=Nc3cccc4cccc2c34)cc1	13%	7%	nt	nt
CC(=O)c1ccc(NC(=O)CCc2c(C)nn(-c3ccc(N4CCCCC4)nn3)c2C)cc1	?	?	?	-21%[10.9 µM]
COc1cc(OC)c(NC(=O)c2c(N3CCCC3=O)c3cc(C)ccc3n2C)cc1Cl	7%	-1%	-1.5%	-1%[10.9 µM]
COC(=O)Nc1c(C)n(C)n(-c2ccccc2)c1=O	6%	7%	-4.1%	-10%
Cc1nnc(NC(=O)c2sc3ccccc3c2Cl)s1	0.63µM*	1.3µM*	?	-52%[inhibitor]
Cc1cccc(-c2nnc3sc(-c4ccccc4C)nn23)c1	-20%	1%	-1.5%	-14%
O=c1ccc2cc(S(=O)(=O)N3CCN(c4ccccc4)CC3)ccc2o1	7%	-1%	3.7%	14%
CC(C)OCCCn1c(=O)c2ccccc2n2c(-c3ccc(F)cc3)nnc12	-10%	19%	-1.4%	4%[10.9 µM]
CCC(Sc1ncnc2c1c(-c1ccccc1)cn2-c1ccc(OC)cc1)C(=O)OC (stereo not drawn)	-12%	-9%	nt	nt
Cc1ccc(C)n1-c1sc2c(c1C#N)CCCC2	?	6%	nt	nt
CCOc1ccccc1NC(=O)c1cc(CC(C)C)oc1C	-18%	-28%	?	-17%
CC(=O)NCCNc1nc(-c2ccccc2C(F)(F)F)nc2ccccc12	15%	3%	2.6%[11.4 µM]	-7%
COC(=O)c1cccc(COC(=O)c2ccccc2NC(=O)c2ccco2)c1	-1%	-2%	-1.0%	3%
COc1ccc(-c2nc(C#N)c(NCc3ccc(C)cc3)o2)cc1OC	-4%	-2%	-1.2%	-8%
Cc1cccc(C)c1NC(=O)CCS(=O)(=O)c1ccc2c(c1)CC(C)N2C(=O)C1CC1 (stereo not drawn)	-14%	8%	-0.1%	?
COCCCNC(=O)C1CCN(c2ncccn2)CC1	-9%	-9%	0.1%	-8%
Clc1ccc2nc3ccccn3c2c1	11%	8%	-2.2%	-3%
Cc1ccc(NC(=O)c2sc(-n3nc(C)c(CCC(C)C)c3C)nc2C)cc1C	-23%	-2%	?	5%[10.9 µM]
O=C(Cn1cnc2c(nnn2-c2ccccc2)c1=O)N1CCCc2ccccc21	7%	10%	2.2%	-13%
CSc1ncc(Cl)c(C(=O)Nc2nc3ccc(F)cc3s2)n1	-9%	-2%	-1.0%	-14%[10.9 µM]
COc1ccc(C(CNC(=O)c2cc(C)oc2C)N2CCOCC2)cc1 (stereo not drawn)	4%	-2%	1.3%	-28%
Cc1ccc2oc(-c3cc(NC(=O)c4ccc5c(c4)OCCO5)cc(C)c3O)nc2c1	17%	-4%	1.1%	-9%[10.9 µM]
COc1cccc(CNC(=O)c2ccc(CS(=O)c3ccccc3)o2)c1 (stereo not drawn)	-18%	8%	0.9%	-9%[10.9 µM]
CCOc1ccc(-c2nnc(-c3cccnc3)o2)cc1OCC	-3%	-8%	-3.5%	-9%

An excerpt from the list above:
SMILES	p53ts 39C kill	p53ts 32C kill	IkB sig inh	Imprint erasure
COc1ccc(-c2nc(C#N)c(NCc3ccc(C)cc3)o2)cc1OC	-4%	-2%	-1.2%	-8%
Cc1cccc(C)c1NC(=O)CCS(=O)(=O)c1ccc2c(c1)CC(C)N2C(=O)C1CC1 (stereo not drawn)	-14%	8%	-0.1%	?
COCCCNC(=O)C1CCN(c2ncccn2)CC1	-9%	-9%	0.1%	-8%
Clc1ccc2nc3ccccn3c2c1	11%	8%	-2.2%	-3%

The list goes on:
SMILES	p53ts 39C kill	p53ts 32C kill	IkB sig inh	Imprint erasure
COc1ccc(S(=O)(=O)N(C)c2c(C)n(C)n(-c3ccccc3)c2=O)cc1OC	9%	-8%	0.5%	-2%
Cc1ccc(CNC(=O)c2cc(=O)c3cc(C)cc(C)c3o2)cc1	-20%	0%	-0.9%	8%[10.9 µM]
CCn1c2c(c(=O)n3ncc(C(=O)N4CCN(c5ccc(C(C)=O)cc5)CC4)c13)CN(Cc1ccc(OC)cc1)CC2	14%	-18%	?	-23%[10.9 µM]
CCCc1cc(=O)[nH]c(SCc2cc(C(=O)OC)c(C)o2)n1	6%	7%	?	-14%
N#Cc1cn(CC(=O)N2CCCC2)c2ccccc12	9%	-3%	0.9%	0%
Cc1ccc(Cl)cc1N1CCN(C(=O)CCn2c(=O)c3cccn3c3cccnc32)CC1	-6%	3%	-0.5%	-20%[10.9 µM]
COc1ccc(C(=O)c2c(C)oc3ccc(O)c(CN4CCOCC4)c23)cc1	-3%	7%	nt	nt
COc1ccc(OC)c(CNC(=O)C2CCN(c3nc4ccccc4nc3C(F)(F)F)CC2)c1	24%	2%	-1.2%	-12%[10.9 µM]
O=C1NCCCC2c3c(cc(Br)c(O)c3Br)OC12N1CCOCC1 (stereo not drawn)	9%	9%	-0.5%	-1%
CCOC(=O)c1c(C)[nH]c(C)c1S(=O)(=O)NCC(=O)N1CCN(c2ccccc2OC)CC1	5%	5%	-4.0%	1%[10.9 µM]
O=C(NC1CCCCCC1)c1c(O)c2ccccc2[nH]c1=O	-14%	-28%	19%	nt
CCCn1c2c(c(O)c(C(=O)Nc3ccc(OCC)cc3)c1=O)CCCC2	8%	-2%	-0.4%	2%
Cc1ccc(NC(=O)C2CCCN2S(=O)(=O)c2ccc3nc(-c4ccccc4)[nH]c3c2)cc1F (stereo not drawn)	-14%	-7%	?	-17%[10.9 µM]
COc1ccc(C(=O)N(CN2CCCC2=O)c2ccc(C)cc2)cc1	8%	-1%	-5.3%	-2%
CN1CSC2=C(C#N)C(c3cccc(OCc4ccccc4)c3)CC(=O)N2C1 (stereo not drawn)	-10%	2%	?	-29%
Cc1ccc(Cn2ccc(NC(=O)c3cc(-c4ccc(Br)cc4)on3)n2)cc1	1%	1%	-0.9%	-7%
CC(C)CNS(=O)(=O)c1ccc(CCC(=O)Nc2ccc3c(c2)OCO3)cc1	4%	0%	-0.6%	-10%
COc1ccc(C)cc1S(=O)(=O)N(C)CC(=O)N1CCCCCC1	6%	-2%	-1.1%	-14%
Cc1cc(N2CCC(C(=O)NCCC(C)C)CC2)n2nc(C)c(-c3ccc(Cl)cc3)c2n1	-9%	0%	?	?
CC(C)(C)n1ncc2c(=O)n(CC(=O)Nc3ccccc3)cnc21	-17%	-6%	0.6%	-13%
COc1ccc(-c2c3c(=O)n(C)c(=O)n(C)c3c3n2-c2ccccc2NC3c2ccco2)cc1 (stereo not drawn)	0%	-2%	?	-1%[10.9 µM]
CCOc1ccc(N(CC)C(=O)Cn2cnc3sc(C)c(S(=O)(=O)N4CCN(c5ncccn5)CC4)c3c2=O)cc1	-3%	13%	2.7%	-5%[10.9 µM]
CCOC(=O)c1[nH]cnc1C(=O)Nc1ccc(F)cc1	8%	4%	-4.6%	-3%[10.9 µM]
CCCCOc1cccc(C(=O)Nc2cccc3ccc(C)nc23)c1	3%	-1%	1.9%	-12%[10.9 µM]
CCOC(=O)c1ccc(NC(=O)C2CCCN(c3ccc(Sc4ccc(C)cc4)nn3)C2)cc1 (stereo not drawn)	8%	11%	?	-16%[10.9 µM]

Some of the entries so far, with two lines to a compound:
Each structure is followed by: p53ts 39C kill	p53ts 32C kill	IkB sig inh	Imprint erasure
Cc1ccc(CNC(=O)c2cc(=O)c3cc(C)cc(C)c3o2)cc1
  -20%	0%	-0.9%	8%[10.9 µM]
COc1ccc(C)cc1S(=O)(=O)N(C)CC(=O)N1CCCCCC1
  6%	-2%	-1.1%	-14%
CCOc1ccc(N(CC)C(=O)Cn2cnc3sc(C)c(S(=O)(=O)N4CCN(c5ncccn5)CC4)c3c2=O)cc1
  -3%	13%	2.7%	-5%[10.9 µM]
Cc1ccc(NC(=O)C2CCCN2S(=O)(=O)c2ccc3nc(-c4ccccc4)[nH]c3c2)cc1F (stereo not drawn)
  -14%	-7%	?	-17%[10.9 µM]
N#Cc1cn(CC(=O)N2CCCC2)c2ccccc12
  9%	-3%	0.9%	0%
Cc1cc(N2CCC(C(=O)NCCC(C)C)CC2)n2nc(C)c(-c3ccc(Cl)cc3)c2n1
  -9%	0%	?	?

(further entries)
SMILES	p53ts 39C kill	p53ts 32C kill	IkB sig inh	Imprint erasure
O=C(CC1C(=O)N(c2ccccc2)C(=O)N1Cc1ccc(F)cc1)Nc1cccc(F)c1 (stereo not drawn)	-15%	11%	?	-6%[10.9 µM]
CCCCNC(=O)NS(=O)(=O)c1ccc(C(=O)OC(C)C)o1	-8%	-3%	4.1%	?
CCN1CCN(CC(=O)Nc2cc(F)ccc2C)CC1	-10%	-2%	0.5%	-9%
CC(=O)c1ccc(NC(=O)c2cc3c([nH]c2=O)CC(c2ccccc2)CC3=O)cc1 (stereo not drawn)	-2%	2%	1.8%	4%[10.9 µM]
CC1=C(/C=C\C(=O)O)C(C)(C)CCC1	8%[9.22 µM]	2%[9.22 µM]	1.1%[11.4 µM]	3%[10.9 µM]
O=c1oc2ccc(Br)cc2cc1-c1nc2ccccc2o1	-6%	16%	-0.4%	-9%
Cc1ccc2ncc(C(=O)Nc3ccc(F)cc3F)c(=O)n2c1	23%	3%	-1.6%	-10%[10.9 µM]
Cc1cc(C)cc(-n2ccn3c(CC(C)(C)CC(=O)O)nnc3c2=O)c1	2%	9%	6.5%	12%[10.9 µM]
COC(=O)/C=C1/S/C(=N/N=C/c2ccc(N(C)C)cc2)NC1=O	18%	26%	nt	nt
Cn1c(/C=N/n2cnnc2)nc2ccccc21	-1%	-4%	-1.4%	-12%
O=C1C(=O)N(CCN2CCOCC2)C(c2ccncc2)/C1=C(/O)c1ccc2c(c1)OCO2 (stereo not drawn)	2%	0%	-0.6%	9%
CC1=C(CC/C(C)=N/NC(N)=S)C(C)(C)CCC1	18%	0%	nt	nt
CC(C)Oc1cccc(C(=O)Nc2ccc(NC(=O)c3ccco3)cc2)c1	-6%	0%	0.4%	-10%
Cc1csc2nc(COC(=O)CNC(=O)c3ccccc3)cc(=O)n12	-12%	6%	-2.5%	-8%[10.9 µM]
CC(C)(C)OC(=O)N1CCC(c2c(C(=O)N3CCN(c4ccccn4)CC3)cnn2-c2ccc(F)cc2F)CC1	-12%	9%	?	-12%[10.9 µM]
O=C1OCCC1Sc1nnc(-c2ccc(Br)cc2)o1 (stereo not drawn)	-20%	?	?	-63%[inhibitor]
O=C(Nc1ccc(Cl)c(Cl)c1)c1ccc(Cn2cc(Cl)cn2)cc1	-26%	?	nt	nt
CCCCCn1c(=O)c(Cc2ccccc2)c(O)c2ccccc21	4%	6%	nt	nt
N#Cc1ccccc1Sc1ccccc1C(=O)OCC(=O)N1CCN(C(=O)c2ccco2)CC1	-5%	6%	0.3%	-15%
CCC(Oc1ccccc1F)C(=O)N1CCC(c2nc3ccccc3s2)CC1 (stereo not drawn)	-15%	?	?	-6%[10.9 µM]
CC(=O)c1cc(-c2ccccc2)n(CC(=O)N2CCN(C3CCCC3)CC2)c1C	2%	5%	0.1%	-15%
CC(C)=CCC(C)(C)CNC(=O)NC1CCCCC1	0%	-5%	nt	nt
COC(=O)c1cc2oc(C)cc2n1CC(=O)Nc1cc(Cl)ccc1OC	?	-2%	1.7%	12%[10.9 µM]
CCC(C)n1c(=N)c(C#N)cc2c(=O)n3ccccc3nc21 (stereo not drawn)	6%	5%	nt	nt
CCOc1ccc(C(C)=O)cc1COc1ccc(-n2cnnn2)cc1	-8%	-5%	1.2%	-7%
O=C(O)CCC(=O)N1CCc2cc(S(=O)(=O)NCc3cccs3)ccc21	11%	-6%	1.1%	1%
